# KB-3-1 tox = KB-3-1 parental cell cytotoxicity | KB-3-1 viability, CellTiter-Glo ATP luminescence, 72 h | 1.4% of 400,000 active | Potency, µM (doses to about 46.1 µM), without a hit: at the top dose activity change, negative = cytotoxic, hits mostly cytotoxic; further: on the % scale 0 is the no-effect control and ±100 the full control effect; nearly all actives have a fitted effect of over 60% in size
#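 KB-3-1 cells, DMEM (no phenol red) + 10% FBS; compound by pin transfer, 72 h, 37 °C. Readout: CellTiter-Glo luminescence after 10 min. Data normalized, curve-fitted.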
# HT1080 IDH1KD tx = HT-1080 IDH1 knockdown cell toxicity (counter line). Potency, µM (highest dose often 46.1 µM), without a hit: at the top dose activity, negative = toxicity, hits mostly cytotoxic. 2% of 360,000 active. AID 686971. HT-1080 IDH1 knockdown viability, ATP luminescence, 48 h;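 further: 0% = DMSO wells and -100% = cell-free medium wells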
#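 After a 2 h attachment period, IDH1KD HT-1080 cells took pin-transferred compound for 48 h at 37 °C; ATP-based luminescence after 10 min room-temperature reagent incubation reported viability.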
# TDP43 rescue = TDP-43 toxicity inhibition in yeast. 1.8% of 410,000 active. TDP-43 expressing yeast growth rescue, BacTiter-Glo, 24 h. AID 652104. Potency, µM (highest dose often 46.1 µM), for inactives: at the top dose growth rescue (activation), actives largely listed as activators; further: % of control where 0% means no effect; nearly all actives have a fitted effect of over 50% in size
#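 Growth rescue of TDP-43-toxic yeast measured as ATP luminescence (BacTiter-Glo). Cells grown to mid-log in raffinose, induced in galactose at OD600=0.02, exposed to compound 24 hr at 30 deg C.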
# HT1080NT lethal = kills 2HG-producing HT-1080-NT fibrosarcoma cells. HT-1080-NT fibrosarcoma viability, CellTiter-Glo ATP luminescence, 48 h. Potency, µM (highest dose often 46.1 µM), inactives show top-dose activity, negative = less viability, actives largely listed as cytotoxic. 1.6% of 360,000 active;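 further: NT is the 2HG producing partner of a matched IDH1 knockdown line; 0% = DMSO-treated cells and -100% = media-only wells without cells; nearly all actives have a fitted effect of over 55% in size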
#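 Luminescent CellTiter-Glo readout after 48 hours of compound exposure at 37 degrees C defined viability of HT-1080-NT cells. Activity was normalized to DMSO wells and cell-free media wells; concentration-response curves were fitted and assigned curve classes.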
# GLP1R ag = activates the human GLP-1 receptor; AID 624172; Potency, µM (highest dose often 45.6 µM), for inactives: top-dose activation, usual class: activators; 0.007% of 380,000 active; HEK293 GLP-1R CRE-luciferase, luminescence, 4-6 h; cells express a hypersensitive GLP-1R form; P43220; further: % of control where 0% means no effect
# Target sequence (P43220 whole entry, looked up): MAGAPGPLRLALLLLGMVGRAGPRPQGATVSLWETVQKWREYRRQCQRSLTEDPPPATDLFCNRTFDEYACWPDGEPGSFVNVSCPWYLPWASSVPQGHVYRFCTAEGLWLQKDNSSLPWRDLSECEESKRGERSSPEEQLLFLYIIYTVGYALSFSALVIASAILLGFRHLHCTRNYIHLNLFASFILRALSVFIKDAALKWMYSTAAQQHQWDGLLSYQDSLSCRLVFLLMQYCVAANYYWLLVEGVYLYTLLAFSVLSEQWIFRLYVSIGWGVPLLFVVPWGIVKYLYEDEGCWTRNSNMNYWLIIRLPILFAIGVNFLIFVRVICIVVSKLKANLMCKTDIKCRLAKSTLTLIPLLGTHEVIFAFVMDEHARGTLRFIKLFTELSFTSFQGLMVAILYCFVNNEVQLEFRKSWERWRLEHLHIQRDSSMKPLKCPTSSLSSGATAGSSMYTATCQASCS
# KB-V1 MDR tox = kills drug-selected multidrug resistant KB-V1 cells. KB-V1 MDR cells viability, CellTiter-Glo, 72 h. Potency, µM (titrated, usually from 46.1 µM), for the others: at the highest dose activity change, negative = cytotoxicity, hits mostly cytotoxic. 3.4% of 400,000 active. AID 1347076; further: on the % scale 0 is the no-effect control and ±100 the full control effect; nearly all actives have a fitted effect of over 60% in size
#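 Readout: CellTiter-Glo luminescence, 10 min after addition. Cells: KB-V1 MDR subline, 72 h at 37 degrees C with compound. Analysis: corrected, normalized data fitted to concentration-effect curves.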
# GLP1R cytotox = cytotoxic in the GLP-1 receptor inverse agonist counter-screen; HEK293 cAMP-luciferase reporter cells, luminescence, 24 h; Potency, µM (highest dose often 38.3 µM), inactives show at the top dose activity change, negative = inhibition, most hits filed as inhibitors; 0.13% of 410,000 active; AID 624418;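 further: loss of luciferase light is scored as toxicity; on the % scale 0 is the no-effect control and ±100 the full control effect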
#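 Step one: seed cells (200 cells/uL, DMEM with 10% Nu serum, 1% pen-strep). Step two: 12-hour incubation at 37 deg C. Step three: pin 23 nL compound, incubate 24 hr. Step four: add luciferase reagent, read luminescence 12 min later.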
# GLP1R inv ag = acts as inverse agonist at human GLP-1 receptor | P43220 | HEK293 GLP-1R CRE-luciferase, luminescence, 24 h; GLP-1R form is constitutively active | Potency, µM (doses to about 38.3 µM), inactives show top-dose activity change, negative = inhibition, actives largely listed as inhibitors | 1.6% of 410,000 active | AID 624417; further: on the % scale 0 is the no-effect control and ±100 the full control effect; nearly all actives have a fitted effect of over 55% in size
#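 qHTS in 1536-well format: reporter HEK293 cells expressing constitutive GLP-1R activity in DMEM + 10% Nu serum, 24 hr with compounds at 37 deg C, luminescence read after 12 min with detection reagent.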
# SW480 rereplic = induces DNA re-replication in SW480 colon adenocarcinoma cells. SW480 DNA re-replication, Hoechst DNA content imaging, 48 h. Potency, µM (doses to about 46.1 µM), for the others: at the top dose re-replication activation, usual class: activators. 1.8% of 340,000 active. AID 624297; further: % of control where 0% means no effect; nearly all actives have a fitted effect of over 55% in size
#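 SW480 cells exposed to compounds for 48 hr at 37 C, 5% CO2, then Hoechst-stained 40 min. Nuclear DNA content imaged by fluorescence scanning (405 nm excitation, 500-530 nm emission); re-replication scored as increased high-intensity nuclei.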
# * = called active by the depositor; ? = inconclusive; . = not tested or not shown; & = joins results of further samples; [ ] = dose if it differs, or a comment. The call rests on the fitted dose curve; in most records, active means well fitted curve in the direction sought with a large enough effect; inconclusive means small, poorly fitted or top-dose-only effect, or another doubt; inactive means no such curve, though single readings can be large; an effect the other way counts as inactive or inconclusive. Potency means the concentration at half of the fitted maximal effect.
SMILES,KB-3-1 tox,HT1080 IDH1KD tx,TDP43 rescue,HT1080NT lethal,GLP1R ag,KB-V1 MDR tox,GLP1R cytotox,GLP1R inv ag,SW480 rereplic
COc1cc(NC(=O)CN(C)S(=O)(=O)c2ccc(C)cc2)cc(OC)c1,0%,-6%,?,-9%,11%,-24%,-5%,?,10%
CCN(CC)C(=O)c1cc(-c2ccccc2OC)on1,16%,15%,15%,12%,3%,?,-6%,-13%,-2%
CN(Cc1ccccc1)C(=O)c1cccc(NC(=O)Cc2cccc(NC(=O)C3CCN(C(=O)c4ccccc4)CC3)c2)c1,2%,-3%,12%,2%,4%,18%,2%,11%,0%
Cc1ccc(-n2ncc(C(=O)NCc3cccs3)c2C2CCN(C(=O)OC(C)(C)C)CC2)c(C)c1,11%,.,?,.,.,5%,-7%,?,.
COc1ccc(-c2nc(-c3ccccc3)nc(Cl)c2C#N)cc1,?,2%,-16%,-16%,4%,?,13%,3%,?
CC(C)(C)c1ccc(Cn2cnc(-c3ccc([N+](=O)[O-])cc3)c2)cc1,?,-12%,32µM*,-15%,3%,?,?,?,-4%
CCCc1nn2c(=O)cc(CSCC(=O)Nc3ccc(F)cc3)nc2s1,22%,4%,-8%,3%,1%,7%,1%,13%,1%
CC1(C(=O)NCc2cccnc2)CCC(=O)N1Cc1cccs1 (stereo not drawn),29%,7%,20%,0%,-9%,0%,8%,14%,0%
CSCCC1NC2(C(=O)Nc3ccc(Cl)cc32)[C@@H]2C(=O)N(C3CCCC3)C(=O)[C@H]12 (stereo partly drawn),-24%,-29%,1%,-18%,5%,-1%,-25%,?,14%
CN1CCN(C(=S)NC(=O)c2ccccc2Br)CC1,-25%,-1%,-6%,23%,0%,-26%,?,3%,0%
Cc1cc(C)c(NC(=O)Cn2nnc(-c3ccccc3)n2)c(C)c1,12%,.,29%,.,-5%,-1%,2%,19%,.
COc1ccc2c(Sc3ccccc3)c(C(=O)NCC(C)c3ccccc3)[nH]c2c1 (stereo not drawn),2%,.,21%,.,.,-11%,-1%,5%,.
COc1ccc(C(=O)NCc2nnc(SCC(=O)NCc3ccco3)o2)cc1,8%,0%,10%,8%,-4%,6%,-2%,-11%,-10%
COc1ccc(CN(C(=O)c2oc3ccccc3c2C)C2CCS(=O)(=O)C2)cc1OC (stereo not drawn),9%,-17%,10%,-10%,15%,-16%,7%,2%,-5%
COc1ccc(/C=N/n2c(-c3ccc(C)cc3)n[nH]c2=S)cc1OC,0%,0%,16%,17%,?,?,0%,53%[activator],1%
COc1cccc(C(=O)CSc2nnc(COc3cccc4cccnc34)o2)c1,-4%,?,-12%,?,-5%,-5%,4%,10%,5.2µM*
CCC(=O)c1ccc(OCc2ccc(C#N)cc2)cc1,14%,0%,27%,6%,15%,-12%,-3%,19%,0%
COc1cccc(N(C(=O)Cn2nnc(-c3cccs3)n2)C(C(=O)NC(C)C)c2ccc(C)o2)c1 (stereo not drawn),13%,-1%,18%,-5%,-15%,-6%,-3%,?,-2%
COc1ccc(C(CNC(=O)C(C)Sc2ccccc2)N2CCOCC2)cc1 (stereo not drawn),1%,14%,-11%,15%,8%,-11%,-1%,5%,?
O=C(O)CCN(CC(=O)c1ccc(Cl)cc1)S(=O)(=O)c1ccc([N+](=O)[O-])cc1,0%,4%,27%,5%,-2%,15%,6%,9%,-1%
CCn1c(CNC(=O)c2cccs2)nnc1SCC(=O)Nc1cc(Cl)ccc1C,?,-19%,-18%,-4%,-4%,-21%,4%,-1%,-1%
O=C1c2cccc(OCC(=O)N3CCCc4ccccc43)c2CCN1Cc1ccc(Br)cc1,18µM*,?,19%,-27%,8%,18µM*,-7%,?,?
COc1cc(CC(=O)NCCc2ccc(OCc3ccccc3)cc2)c([N+](=O)[O-])cc1OC,11%,?,0%,?,1%,-1%,-9%,-14%,6%
Cc1cc(C)nc(N2CCCC(C(=O)Nc3ccc4c(c3)OCCO4)C2)n1 (stereo not drawn),22%,?,8%,?,4%,7.3µM*,-3%,-12%,0%
COc1ccc(-n2nnnc2C(c2cccs2)N2CCN(C/C=C/c3ccccc3)CC2)cc1 (stereo not drawn),0%,?,10%,?,-6%,-3%,-4%,?,.

# (listing goes on)
SMILES,KB-3-1 tox,HT1080 IDH1KD tx,TDP43 rescue,HT1080NT lethal,GLP1R ag,KB-V1 MDR tox,GLP1R cytotox,GLP1R inv ag,SW480 rereplic
COc1ccc(NC(=O)C2CCN(c3cnccn3)CC2)cc1OC,15%,9%,-8%,12%,10%,12%,0%,9%,-15%
CCOC(=O)C(=CNc1nc(-c2ccc3ccccc3c2)cs1)C(=O)OCC,11%,-13%,-10%,?,19%,?,-18%,2%,10%
CCOCCCNC(=O)c1cc(Sc2nnc(C)s2)nc2ccccc12,-4%,17%,14%,-8%,12%,-16%,-1%,32%[activator],-5%
CNc1snc(C)c1C(=O)OC(C)C(=O)Nc1ccc(F)cc1 (stereo not drawn),-18%,0%,5%,-3%,1%,-11%,20%,8%,-13%
COCCNc1nc2cc(-c3cccc(Cl)c3)sc2c(=O)n1C,0%,2%,?,12%,14%,-3%,2%,12%,.
COC(=O)c1ccc(Cl)c(NC(=O)CN(c2ccc3c(c2)OCO3)S(C)(=O)=O)c1,27%,-1%,0%,-5%,4%,?,3%,0%,-3%
CC1CCCCN1S(=O)(=O)c1ccc(NC(=O)c2cccs2)cc1 (stereo not drawn),0%,-1%,-6%,?,3%,?,-4%,?,21%
O=[N+]([O-])c1cc(/C=N/N2CCN(Cc3ccccc3)CC2)ccc1Cl,-11%,-1%,-4%,-3%,9%,1%,11%,?,3%
CCC1CSC(Nc2ccc(C(=O)/C=C/c3ccc(Br)cc3)cc2)=N1 (stereo not drawn),-19%,18µM*,-7%[0.397 µM],?,23%,?,-20%,?,?
CCOc1ccccc1/C=C/c1onc(C)c1S(=O)(=O)N1CCC(C(=O)N(CC)CC)CC1,3%&-8%,-5%,14%&9%,-18%,12%,-1%&10%,-4%&2%,?,-9%
COCCn1c(-c2ccc(NC(C)=O)cc2)nc2c1c(=O)[nH]c(=O)n2CC(C)C,-8%,6%,4%,-4%,14%,16%,-14%,38%[activator],-119%[inhibitor]
NNC(=O)C(=O)Nc1ccc(Cl)c(Cl)c1,4%,4%,-1%,-6%,1%,?,36%[activator],-7%,38%
CN(C)N1C(N)=C(C#N)C(c2cccc(Cl)c2)C2=C1CCCC2=O (stereo not drawn),-29%,-1%,5%,1%,-4%,16%,2%,7%,3%
O=C(CCC1N=C2c3ccccc3N=C(SCc3ccc(Cl)cc3)N2C1=O)NCc1ccco1 (stereo not drawn),?,-20%,17%,-3%,1%,6.5µM*,7%,0%,?
COc1ccc(OC)c(NC(=O)CNC(=O)c2cccs2)c1,15%,5%,0%,18%,0%,-24%,-11%,?,-30%[inhibitor]
C=CCn1c(SCC(=O)N2CC(C)OC(C)C2)nnc1-c1ccncc1 (stereo not drawn),15%,0%,-1%,-4%[9.24 µM],-2%,?,9%,12%,-7%
CCN(CC)S(=O)(=O)c1ccc(C(=O)NCCSc2c(-c3ccccc3)[nH]c3ccccc23)cc1,?,.,19%,.,.,2%,0%,?,.
CCSc1nnc(NC(=O)c2ccc3ccccc3n2)s1,0%,-16%,-1%,-14%,-19%,0%,?,5µM*,?
CCOc1ccc(S(=O)(=O)NCCC(=O)OC(C)C(=O)N2CCc3ccccc32)cc1 (stereo not drawn),-1%,-11%,14%,3%,0%,?,-14%,-1%,-2%
C=C1[C@@H](O)[C@H](Cc2ccccc2)N(Cc2ccccc2Br)S1(=O)=O,?,23µM*,?,?,-3%,?,-17%,?,-1%[9.22 µM]
COc1ccc(OC)c(CCNC(=O)c2ccc(NC3=NC4CS(=O)(=O)CC4S3)cc2)c1 (stereo not drawn),18%,-2%,?,4%,-2%,0%,-17%,4%,0%
O=C(CC(c1ccccc1)c1ccccc1O)N1CCCC1 (stereo not drawn),11%,7%,13%,15%,-16%,-1%,-11%,-2%,1%[9.22 µM]
COc1ccc(NC(=O)CN(C)C(=O)Cc2ccc3c(c2)OCCO3)cc1,0%,-3%,-6%,-6%,8%,?,-18%,-20%,0%
Cc1cccc2nc(-c3ccccc3)nc(N3CCC(O)(c4ccc(Cl)cc4)CC3)c12,-23%,-18%,-29%,?,-12%,?,-3%,3.5µM*,12%
CC(=O)c1cc(C(=O)Nc2cc(C)cc(C)c2)c2ccccn12,-8%,.,13%,.,0%,-6%,-3%,3%,.
CCOC(=O)c1ccc(Oc2nc(C)nc3c2oc2ccccc23)cc1,5%,.,8%,.,.,?,10%,3%,.
CC1CN(c2nnc(NC(=O)c3ccccc3)s2)CC(C)O1 (stereo not drawn),0%,10%,9%,13%,13%,?,-9%,2%,3%
O=C(Nc1cc(C(F)(F)F)ccc1N1CCOCC1)c1ccncc1,2%,-1%,36%,3%,5%,-4%,-18%,13%,-11%

# Retrieved one by one from the list above, 2 records:
SMILES,KB-3-1 tox,HT1080 IDH1KD tx,TDP43 rescue,HT1080NT lethal,GLP1R ag,KB-V1 MDR tox,GLP1R cytotox,GLP1R inv ag,SW480 rereplic
CCOC(=O)c1ccc(Oc2nc(C)nc3c2oc2ccccc23)cc1,5%,.,8%,.,.,?,10%,3%,.
O=[N+]([O-])c1cc(/C=N/N2CCN(Cc3ccccc3)CC2)ccc1Cl,-11%,-1%,-4%,-3%,9%,1%,11%,?,3%

# Structural class, the entries above containing a cyano group
SMILES,KB-3-1 tox,HT1080 IDH1KD tx,TDP43 rescue,HT1080NT lethal,GLP1R ag,KB-V1 MDR tox,GLP1R cytotox,GLP1R inv ag,SW480 rereplic
COc1ccc(-c2nc(-c3ccccc3)nc(Cl)c2C#N)cc1,?,2%,-16%,-16%,4%,?,13%,3%,?
CCC(=O)c1ccc(OCc2ccc(C#N)cc2)cc1,14%,0%,27%,6%,15%,-12%,-3%,19%,0%
CN(C)N1C(N)=C(C#N)C(c2cccc(Cl)c2)C2=C1CCCC2=O (stereo not drawn),-29%,-1%,5%,1%,-4%,16%,2%,7%,3%
